Screening data as filed in PubChem.
Myeloid diff 2 = compounds promoting myeloid differentiation; calls only at 10 µM; ER-HoxA9 myeloid progenitors, lysozyme-GFP differentiation, flow cytometry; hit rate 1% among 360,000; AID 624256;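 active = normalized GFP-positive differentiation at or above the plate's own cutoff, the solvent-only control mean plus 3 SD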;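 also: cells exposed to compound for four days before flow analysis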
HIV fusion peptide = cell-free HIV fusion peptide-binding blockers – biochemical, uHTS, fluorescence dequenching, primary screen (AID 1986). cell-free peptide binding, fluorescence dequenching, 30 min; higher % means a stronger effect. inhibition, % at 20 µM; hits with a dose series show IC50 in µM. hit rate 0.3% among 290,000; in the data active = inhibition mostly above about 52%, no sharp cut-off; inactive = mostly below about 76%; also: some results filed as inactive read as strong as hits
LYP inhibition = inhibitors of LYP phosphatase, biochemical, fluorescence intensity, uHTS (AID 1779) | recombinant LYP phosphatase, fluorescence intensity; higher % means a stronger effect | inhibition, % at 11.5 µM; hits with a dose series show IC50 in µM | hit rate 0.054% among 290,000;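 also: plate controls were vehicle with enzyme for no effect and no enzyme for full effect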
Siah-1 displacement = blockers of Siah-1 interaction with plectin peptide – biochemical, fluorescence polarization, rhodamine-plectin, uHTS, primary screen (AID 1817); Siah-1 / rhodamine-plectin peptide fluorescence polarization; higher % means a stronger effect; hit rate 0.02% among 290,000; displacement, % at 20 µM; hits with a dose series show IC50 in µM;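 active = displacement of at least 50% at 20 µM, with a fluorescence ratio check between 0.3 and a set limit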;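 also: plate controls were Siah plus tracer with DMSO for no effect and tracer alone without Siah for full effect; strong numbers were not always called active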
NOD1 NF-kB reporter = inhibition of NOD1-driven NF-kB reporter – cell-based, luminescence, uHTS, primary screen (AID 1578) | inhibition, % at 4 µM, or EC50 in µM where a hit was titrated | hit rate 1% among 290,000 | NOD1-driven NF-kB luciferase reporter cells, luminescence; higher % means a stronger effect; in the data active = inhibition mostly above about 36%, no sharp cut-off; inactive = mostly below about 34%;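 also: HEK-293T reporter cells stimulated with the NOD1 agonist gamma-tri-DAP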
KOR beta-arrestin-1 = KOR agonists, beta-arrestin recruitment, primary screen, cell-based, luminescence, uHTS (AID 1777) | KOR beta-arrestin recruitment, luminescence; higher % means a stronger effect | one-dose activation, % at 10 µM; EC50 in µM for titrated hits | hit rate 0.02% among 280,000; in the data active = activation above about 50%, passing the limit was not always enough; also: a part of the inactive calls stands beside numbers as strong as those of hits
PhoP inhibition = inhibitors of PhoP regulon expression, primary screen, Salmonella Typhimurium, GFP reporter (AID 1863). S. Typhimurium PhoP-regulated promoter GFP reporter, 4 h; higher % means a stronger effect. one-dose inhibition, % at 50 µM; IC50 in µM for titrated hits. hit rate 0.16% among 300,000;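 active = inhibition over 29.93%, a cutoff 3 SD above the screen mean, later confirmed by dose response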;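 also: 0% = low Mg2+ inducing control and 100% = high Mg2+ repressing control; strong numbers were not always called active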
KOR beta-arrestin-2 = KOR antagonists, beta-arrestin recruitment, cell-based, luminescence, uHTS (AID 1778). KOR beta-arrestin recruitment, luminescence, antagonist mode; higher % means a stronger effect. one-dose inhibition, % at 10 µM; IC50 in µM for titrated hits. hit rate 0.091% among 290,000; also: strong numbers were not always called active
HEK293 NOD2/NF-kB = NOD2 signaling inhibitors, cell-based, luminescence, uHTS, HEK293 (AID 1566); HEK293 NOD2/NF-kB luciferase reporter, luminescence; higher % means a stronger effect; one-dose inhibition, % at 4 µM; EC50 in µM for titrated hits; hit rate 0.63% among 290,000; also: many of its hits are not listed in these tables
Myeloid diff 2 GFP+ MAC1+ % = second read-out of Myeloid diff 2, no call of its own (marks repeat the call); GFP+ MAC1+ double positive, %; measured here: differentiation confirmed by MAC1 staining
* hit, by the source's call; i = inactive; + = active, no number; [ ] = remark or other dose. Rule as the data show it, unless noted: active = inhibition above about 50%; inactive = the rest. Some of the compounds tested (hit frequency here may not be typical).

SMILES | Myeloid diff 2 | Myeloid diff 2 GFP+ MAC1+ % | HIV fusion peptide | LYP inhibition | Siah-1 displacement | NOD1 NF-kB reporter | KOR beta-arrestin-1 | PhoP inhibition | KOR beta-arrestin-2 | HEK293 NOD2/NF-kB
CCC(C)NC(=O)c1cc(-c2ccccc2O)on1 (stereo not given) | i | 2.8 | -3.6% | -4.4% | -0.5% | -50.8% | 0.0% | 2.6% | -13.5% | -53.0%
O=C(CCn1cccc1)Nc1cc(F)ccc1F | i | 0.9 | 1.1% | -6.3% | -0.6% | -5.1% | -5.9% | 0.8% | -8.0% | 16.3%
Cc1ccccc1NC(=O)NCCN1C(=O)C2C3C=CC(C3)C2C1=O (stereo not given) | i | 2.2 | 1.2% | -2.0% | 0.9% | -12.6% | -2.3% | 1.3% | -33.4% | -0.6%
C=CCN(C(=O)CSc1nc2c(sc3ccccc32)c(=O)n1CCN(CC)CC)c1ccccc1 | i | 0.1 | -2.4% | -4.1% | -0.8% | 2.9% | -1.6% | -2.3% | -39.1% | 8.0%
NC(=O)C1=C[C@H](c2ccc(Br)cc2)C[C@H](OCc2ccc(CO)cc2)O1 | i | 1.5 | -1.2% | -3.0% | 2.2% | -18.1% | 1.4% | -4.6% | -10.2% | -41.4%
O=C(c1ccco1)N1CCN(C(c2ccccn2)c2nnnn2C2CCCC2)CC1 (stereo not given) | i | 1.3 | 1.8% | -10.2% | 5.5% | -32.2% | -4.0% | -5.0% | -18.2% | 0.4%
CCN1CCN(CC(=O)c2c[nH]c3ccc(C)cc23)CC1 | i | 0.4 | 1.5% | -6.2% | 3.9% | -10.6% | 1.7% | 7.5% | 4.5% | 25.6%
COc1cc(C2c3sc(=O)[nH]c3SC3C4CCC(C4)C23)ccc1O (stereo not given) | i | 5.4 | 21.7% | -6.9% | 2.3% | -0.1% | 3.0% | -0.2% | -3.2% | 6.3%
CCOC(=O)c1sc(NC(=O)CC)nc1C | i | 0.0 | 2.6% | -3.3% | -0.8% | -41.0% | 1.1% | 5.0% | 12.8% | 11.4%
O=C(Nc1nc2ccccc2s1)C1CCCN1S(=O)(=O)c1ccc(Cl)cc1 (stereo not given) | i | 2.8 | -1.6% | 0.4% | -0.9% | 1.8% | 3.1% | 6.1% | 23.6% | -4.8%
Cc1c(C(=O)NCCCN2CCCC2=O)oc2ccccc12 | i | 12.6 | 0.9% | -4.7% | 0.2% | -30.2% | 6.7% | 9.3% | 19.3% | -10.9%
Cc1ccc(NC(=O)C(Nc2ccccc2)c2ccccc2)cc1 (stereo not given) | i | 0.1 | 1.2% | -7.3% | -8.2% | 7.1% | 0.2% | 19.1% | 3.8% | -1.2%
COc1ccc(-n2nc(C(=O)NCC(=O)N3CCN(c4ccccn4)CC3)c3ccccc3c2=O)cc1OC | i | 0.4 | -1.3% | -1.7% | -3.2% | -35.1% | -1.6% | 4.5% | -6.9% | 0.0%
C/C(=N\NC(=O)C(=O)Nc1cccc(Cl)c1)c1ccncc1 | i | 1.3 | 0.8% | -6.6% | 21.6% | -10.3% | 7.8% | -10.0% | -13.2% | 18.1%
CC(=O)c1cccc(NC(=S)Nc2ccc(F)cc2)c1 | i | 0.6 | -1.5% | -12.9% | 3.9% | 38.9% | 5.2% | -2.6% | -23.0% | 18.9%
CCOC(=O)c1ccc(NC(=O)NC2CC3CCC(C2)N3C(=S)NC)cc1 (stereo not given) | i | 0.1 | 0.4% | 5.5% | 3.2% | -27.2% | 0.8% | 0.9% | -23.1% | 1.5%
COc1ccc(OC)c(NC(=O)NCCc2cccc(Cl)c2)c1 | i | 1.0 | -0.9% | 3.3% | 0.3% | -20.5% | -0.2% | 3.9% | -112.6% | 10.5%
Cc1cc(NC(=O)COC(=O)c2cccc(O)c2)no1 | i | 0.4 | -2.3% | -3.8% | -4.3% | -29.8% | -4.2% | -6.8% | 21.5% | 6.0%
NC1=NC2=C(CCCC2)C2(CCCCC2)S1 | i | 0.4 | -1.2% | -1.4% | -4.3% | -2.9% | 6.5% | 26.4% | -59.7% | -12.9%
Cc1cc(C(=O)NCCCC(=O)O)c(C)o1 | i | 0.6 | -1.4% | -7.5% | -1.3% | -5.3% | 1.1% | -0.7% | -14.8% | 11.3%
COc1ccc2c(c1)C(=O)N(c1ccccc1C)C(=O)C2(C)C | i | 0.1 | -0.2% | -4.0% | 4.0% | -10.1% | -3.4% | -7.6% | 23.9% | 13.9%
O=C(CN1CCN(c2ccccc2)CC1)Nc1ccccc1C(F)(F)F | i | 0.5 | -1.7% | -1.3% | 0.5% | -5.0% | -2.2% | -9.1% | 0.8% | 13.0%
COc1ccc(C(=O)N/N=C/c2ccc(OC)c(CN3CCc4cc(OC)c(OC)cc4C3C)c2)cc1 (stereo not given) | i | 0.1 | -1.7% | 6.8% | 2.4% | 23.5% | -1.2% | -0.3% | -13.6% | 21.4%
COCCOC(=O)c1nccnc1C(=O)Nc1ccc(S(=O)(=O)N2CCOCC2)cc1 | i | 0.2 | 1.6% | -3.3% | 15.1% | -11.2% | 3.0% | -11.5% | -12.1% | 19.1%
COc1ccccc1NC(=O)c1cccs1 | i | 1.8 | -1.6% | -11.1% | 3.6% | -17.0% | -2.2% | 14.1% | 13.6% | 2.2%

Taken from the listing for reference:
SMILES | Myeloid diff 2 | Myeloid diff 2 GFP+ MAC1+ % | HIV fusion peptide | LYP inhibition | Siah-1 displacement | NOD1 NF-kB reporter | KOR beta-arrestin-1 | PhoP inhibition | KOR beta-arrestin-2 | HEK293 NOD2/NF-kB
C/C(=N\NC(=O)C(=O)Nc1cccc(Cl)c1)c1ccncc1 | i | 1.3 | 0.8% | -6.6% | 21.6% | -10.3% | 7.8% | -10.0% | -13.2% | 18.1%
CC(=O)c1cccc(NC(=S)Nc2ccc(F)cc2)c1 | i | 0.6 | -1.5% | -12.9% | 3.9% | 38.9% | 5.2% | -2.6% | -23.0% | 18.9%
CCOC(=O)c1ccc(NC(=O)NC2CC3CCC(C2)N3C(=S)NC)cc1 (stereo not given) | i | 0.1 | 0.4% | 5.5% | 3.2% | -27.2% | 0.8% | 0.9% | -23.1% | 1.5%
COc1ccc(OC)c(NC(=O)NCCc2cccc(Cl)c2)c1 | i | 1.0 | -0.9% | 3.3% | 0.3% | -20.5% | -0.2% | 3.9% | -112.6% | 10.5%

Next structures follow:
SMILES | Myeloid diff 2 | Myeloid diff 2 GFP+ MAC1+ % | HIV fusion peptide | LYP inhibition | Siah-1 displacement | NOD1 NF-kB reporter | KOR beta-arrestin-1 | PhoP inhibition | KOR beta-arrestin-2 | HEK293 NOD2/NF-kB
Cc1ccccc1C(=O)NC1CCN(CC(=O)Nc2nccs2)CC1 | i | 2.2 | 2.2% | -4.4% | 0.2% | 14.9% | 2.7% | 5.5% | -74.0% | -6.0%
CCN(C(=O)CSc1nc(-c2ccccc2)c(-c2ccccc2)[nH]1)C1CCS(=O)(=O)C1 (stereo not given) | i | 1.4 | -1.7% | -12.7% | -1.5% | 1.6% | -3.0% | -4.1% | 11.3% | 11.9%
CC(C)C[C@@H]1NC(=O)N(CCCn2ccnc2)C1=O | i | 0.4 | -1.1% | -4.3% | -5.4% | 1.1% | -0.7% | 14.2% | 7.8% | 13.5%
CS(=O)(=O)c1ccc2nc(NC(=O)Nc3ccc(Cl)c(Cl)c3)sc2c1 | i | 0.8 | -0.9% | -7.5% | 1.6% | -22.2% | 1.2% | -17.9% | 12.9% | -4.6%
O=C(Nc1ccccc1-c1nc2ccccc2[nH]1)c1ccc(N2C(=O)CCC2=O)cc1 | + | 5.8* | 1.2% | -8.3% | -1.7% | -33.5% | 7.2% | 9.8% | -75.4%[20 µM] | 23.7%
O=C(CSc1nnc(-c2ccccc2F)n1C1CC1)Nc1ccc2[nH]c(=O)[nH]c2c1 | i | 0.7 | 0.3% | -3.8% | 13.3% | -24.0% | -0.4% | 3.2% | -26.7%[20 µM] | 5.1%
COCCn1c(Cc2cccn2C)nnc1SCC(=O)NCc1ccc2c(c1)OCO2 | i | 0.2 | -1.0% | -0.6% | 1.9% | -16.7% | -1.0% | 7.7% | 18.9% | 5.3%
COC(=O)CSc1nnc(CNS(=O)(=O)c2ccc(C)cc2)n1C | i | 0.2 | -1.2% | -5.6% | -1.7% | -18.9% | -1.9% | 3.5% | -25.5% | 3.1%
CCCn1c(=O)c2c(nc3n2CCCN3CCc2ccc(OC)c(OC)c2)n(C)c1=O | i | 0.2 | 0.4% | -4.4% | 5.1% | -9.5% | -8.6% | 6.4% | 7.7% | -16.4%
Cc1c(Cl)c(C(=O)NNC(=S)Nc2ccc(F)cc2)nn1C | i | 0.2 | -0.9% | -8.6% | -3.8% | -46.2% | -1.3% | 3.9% | -57.1%[20 µM] | -45.5%
CN1CCN(/N=C/c2ccc(C#N)cc2)CC1 | i | 0.0 | -1.7% | -5.9% | 2.6% | 14.6% | -2.9% | 0.8% | 25.7% | 19.7%
CC(C)(C)OC(=O)CN1C(=O)C(Sc2n[nH]c(-c3ccccc3)n2)CCc2ccccc21 (stereo not given) | i | 3.8 | -2.0% | 0.7% | 9.3% | 11.0% | 1.5% | 5.7% | -15.2% | 7.5%
CCOC(=O)C1CCN(c2c(Nc3ccc4c(c3)OCCO4)c(=O)c2=O)CC1 | i | 1.8 | 0.4% | -1.3% | -4.6% | -20.0% | -0.9% | -1.9% | -19.4% | 3.3%
CCCCC1(C)OC(=O)C(=Cc2c[nH]c3ccccc23)C(=O)O1 (stereo not given) | i | 0.1 | 12.7% | -3.6% | -2.9% | -4.4% | 10.5% | -1.1% | -10.1% | 8.4%
CCOc1cc(/C=N\NC(=O)CN2CCOCC2)ccc1OCc1ccc(F)cc1 | i | 0.3 | 0.2% | -5.4% | 2.5% | -2.2% | 14.7% | 1.1% | -17.8% | 14.1%
COc1ccc(OCCSc2nc(N)cc(N)n2)cc1 | i | 1.1 | -1.9% | 24.5% | -1.4% | -37.5% | -3.4% | -4.1% | 9.9% | -30.6%
Cc1ccc(CNS(=O)(=O)c2ccc(-c3cnc(C4CC4)o3)cc2)cc1 | i | 0.0 | 0.1% | -6.4% | -4.9% | 4.9% | 8.6% | 14.5% | -29.2% | 33.3%
O=C1CC2(CCCCC2)Oc2ccc(O)cc21 | i | 2.1 | 1.4% | -9.1% | 8.1% | -17.0% | 1.6% | -1.1% | 6.3% | 2.0%
NS(=O)(=O)c1ccc(NC(=O)COC(=O)c2cccc(S(=O)(=O)N3CCCC3)c2)cc1 | i | 0.3 | 2.4% | -6.8% | 0.6% | -2.7% | 0.6% | -13.2% | 14.7% | 15.4%
O=C(CN1C(=O)CSCC1=O)NCc1ccc(F)cc1 | i | 0.3 | -1.4% | -10.0% | 11.3% | -16.0% | -5.3% | -7.0% | 9.7% | 7.6%
O=C(N/C(=C\c1ccco1)C(=O)N1CCCC(CO)C1)c1ccccc1 (stereo not given) | i | 0.5 | -0.6% | -2.4% | 3.4% | -16.0% | -4.4% | 8.1% | 0.8% | -2.5%
CCOc1ccc(C(=O)NCC(=O)N2CCC3CCCCC3C2)cc1OCC (stereo not given) | i | 2.0 | 1.6% | -5.5% | -7.2% | -16.3% | -0.5% | 7.7% | -23.8% | 11.1%
COC(=O)c1ccccc1Nc1cc(C)nc2nc(C)nn12 | i | 2.0 | 3.9% | -4.3% | 10.0% | -14.4% | -0.7% | 3.5% | 4.1% | 7.6%
